# Screening results: PubChem BioAssay, several laboratories
# Fh CTSL1 inh: cathepsin L1 inhibition, PFM18AAP counter-screen. recombinant F. hepatica cathepsin L1, Z-Leu-Arg-MCA fluorescence. inhibition, % at 5.96 µM. 300,000 tested, 0.49% active;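 active = inhibition above the mean of all tested compounds plus 3 SD, set per screening campaign, cut at about 17% in these data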;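 note: 0% = plate median of test compound wells and 100% = 1 µM Z-Phe-Ala-diazomethylketone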
# proCasp3 act: activators of human procaspase-3. recombinant procaspase-3 D3A, Ac-DEVD-pNA absorbance 405 nm. activation, % at 8.5 µM. 330,000 tested, 0.11% active. AID 463141;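 active = activation above the mean of all tested compounds plus 3 SD, cut at about 21% in these data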;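 note: 0% = DMSO alone and 100% = DMSO wells spiked with extra 5 µM PC-3 D3A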
#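 Evaluation: percent activation relative to control range; Material: Procaspase-3 D3A mutant, all three cleavage aspartates alanine; Compound: single dose, 8.5 µM nominal compound, 0.8% DMSO; Replication: one well per compound; Signal: absorbance at 405 nm, 0 and 120 min; Schedule: 1 h preincubation plus 2 h reaction at 25 °C.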
# PP1 counter: blocks human PP1-alpha phosphatase, a PP5 counter-screen | purified PP1alpha, OMFP fluorescence | inhibition, % at 6.7 µM | P62136 | 320,000 tested, 0.9% active | AID 2235;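 active = inhibition above the mean inhibition of all tested compounds plus 3 SD, computed separately for each screening campaign, cut at about 15% in these data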
# Target sequence (P62136 whole entry, looked up): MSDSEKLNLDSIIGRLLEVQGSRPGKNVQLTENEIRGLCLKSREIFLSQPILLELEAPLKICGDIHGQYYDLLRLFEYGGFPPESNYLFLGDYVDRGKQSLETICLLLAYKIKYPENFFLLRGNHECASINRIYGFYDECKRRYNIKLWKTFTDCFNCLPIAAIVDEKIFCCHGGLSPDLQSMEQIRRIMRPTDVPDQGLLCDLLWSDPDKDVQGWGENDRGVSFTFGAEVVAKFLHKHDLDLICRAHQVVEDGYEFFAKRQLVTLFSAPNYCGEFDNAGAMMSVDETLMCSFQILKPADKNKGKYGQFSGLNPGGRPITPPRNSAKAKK
# TPT1 inhibitor: C. albicans TPT1 enzyme inhibition | inhibition, % at 5 µM | 300,000 tested, 0.81% active | recombinant caTPT1, FP RNA substrate dephosphorylation | AID 1962;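 active = inhibition above the mean of all tested compounds plus 3 SD, set per screening campaign, cut at about 24% in these data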;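 note: plate controls were DMSO alone for no effect and ferristatin control at 100 nM for full effect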
# GASC-1 inh: human JMJD2C demethylase inhibition | GST-JMJD2C(1-420) H3K9me3 demethylation, DELFIA europium | inhibition, % at 2.35 µM | 330,000 tested, 0.069% active;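 active = more than half of a compound's replicate wells show inhibition beyond 50%, single wells judged on their own value; inconclusive = some, but no more than half, of replicates pass 50% inhibition; inactive = no replicate passes 50% inhibition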;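 note: signal counts dimethyl H3K9 product captured on neutravidin plate; 0% = median of DMSO wells and 100% = 0.3 times that DMSO median; strong numbers were not always called active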
# HCV core dimer: blocks dimerization of HCV core protein. AID 1899. inhibition, % at 5 µM. 300,000 tested, 0.33% active. TR-FRET GST/Flag-core106 dimerization, 1536-well;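 active = inhibition above the mean of all tested compounds plus 3 SD, set per screening campaign, cut at about 45% in these data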
#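 Assay system: tagged HCV core106 pair (GST and Flag); medium: KF-containing HEPES buffer, pH 7.45, DTT, CHAPS, BSA; also added: Eu donor and XL665 acceptor anti-tag antibodies; dosing: 5 µM single dose; timing: compound-protein-antibody incubation 4 h at 22.5 °C; signal: TR-FRET 671 and 617 nm emission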
# Efflux pump mplx: inhibitors of Candida antifungal efflux pumps expressed in yeast | S. cerevisiae Candida pump triplex, Nile Red efflux | inhibition, % at 10 µM | 330,000 tested, 0.44% active | AID 485275;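 active = plate passing quality check with inhibition over a set limit, or well fluorescence over plate mean plus 4 SD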;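 note: Nile Red retained in pooled yeast measured as flow cytometry median fluorescence; 0% = buffer negative control and 100% = Enniatin B positive control; higher means more Nile Red kept so more efflux inhibition; some compounds called inactive have numbers as strong as hits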
# PP5 inh: blocks human protein phosphatase 5 activity; P53041; purified PP5c, OMFP substrate fluorescence; inhibition, % at 6.7 µM; 320,000 tested, 0.18% active; AID 1987;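 active = inhibition above the campaign's mean inhibition across all tested compounds plus 3 SD, cut at about 9.5% in these data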;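 note: 0% = DMSO only and 100% = 100 µM cantharidin control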
# Target sequence (P53041 whole entry, looked up): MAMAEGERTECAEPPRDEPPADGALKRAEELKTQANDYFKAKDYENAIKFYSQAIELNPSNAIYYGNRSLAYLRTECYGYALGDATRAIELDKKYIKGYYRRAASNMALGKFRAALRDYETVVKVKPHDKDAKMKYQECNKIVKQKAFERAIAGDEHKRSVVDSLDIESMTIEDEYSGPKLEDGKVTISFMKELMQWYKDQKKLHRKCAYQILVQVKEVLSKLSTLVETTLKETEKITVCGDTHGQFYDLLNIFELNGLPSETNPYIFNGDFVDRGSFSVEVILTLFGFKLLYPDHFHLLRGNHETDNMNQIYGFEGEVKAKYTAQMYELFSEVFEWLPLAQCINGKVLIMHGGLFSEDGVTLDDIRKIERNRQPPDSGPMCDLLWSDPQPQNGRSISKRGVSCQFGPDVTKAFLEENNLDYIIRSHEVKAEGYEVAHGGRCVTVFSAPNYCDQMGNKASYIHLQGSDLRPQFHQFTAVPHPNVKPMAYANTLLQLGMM
# proCasp7 act: counter-screen for procaspase-3 activators: activators of human procaspase-7; recombinant procaspase-7, Ac-DEVD-pNA absorbance 405 nm; D23A/D198A/D206A triple mutant, cannot self-cleave; scale: DMSO 0, 5 µM enzyme 100; 330,000 tested, 0.093% active; activation, % at 8.5 µM;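 active = percent activation above the screen-wide mean plus 3 SD, cut at about 25% in these data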
#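 Material: Procaspase-7 triple mutant (PC-7 D3A) | Quantity: 2 µM procaspase-7 mutant as dispensed | Reagent: DEVD-pNA substrate | Times: 1 h preincubation, 2 h reaction | Technique: 405 nm absorbance of p-nitroaniline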
# * = called active by the depositor; ? = inconclusive; . = no result given.
# The opening 2 records (preview)
SMILES	Fh CTSL1 inh	proCasp7 act	TPT1 inhibitor	proCasp3 act	Efflux pump mplx	GASC-1 inh	HCV core dimer	PP1 counter	PP5 inh
COc1cccc(NC(=O)CNC(=O)[C@@H]2Cc3ccccc3CN2C(=O)OC(C)(C)C)c1	1	6	-1	7	0.0	-16	8	-2	1.9
Cc1ccc(CS(=O)Cc2ccc(C(=O)N3CCN(c4ccc(F)cc4)CC3)o2)cc1 (stereo not given)	5	1	-1	3	-0.1	?	3	-3	1.6

# All compounds of this part, repeating the preview:
SMILES	Fh CTSL1 inh	proCasp7 act	TPT1 inhibitor	proCasp3 act	Efflux pump mplx	GASC-1 inh	HCV core dimer	PP1 counter	PP5 inh
COc1cccc(NC(=O)CNC(=O)[C@@H]2Cc3ccccc3CN2C(=O)OC(C)(C)C)c1	1	6	-1	7	0.0	-16	8	-2	1.9
Cc1ccc(CS(=O)Cc2ccc(C(=O)N3CCN(c4ccc(F)cc4)CC3)o2)cc1 (stereo not given)	5	1	-1	3	-0.1	?	3	-3	1.6
COc1ccccc1OCCOc1ccc(C(=O)c2ccccc2)cc1	1	-1	-4	-1	-1.2	4	-1	2	4.1
Cc1ccc(NC(=O)CN(C)C(=O)CSc2nnc(N)s2)cc1	.	3	.	9	-0.1	1	.	-1	-0.2
O=C(NN=Cc1ccccc1Cl)c1ccc(-n2cnnn2)cc1	.	5	.	7	-0.1	1	.	.	.
O=C(c1ccccc1)[C@H]1CC=CC[C@H]1C(=O)O	-3	3	1	2	0.0	7	-1	-5	-0.5
COc1ccc(-c2noc(CCC(=O)NCCCN3CCC(C)CC3)n2)cc1	4	-1	1	-2	0.2	-12	-1	-4	-0.9
CC(C)(NC(=O)c1cc(Cl)c2ccccc2c1O)C(=O)O	-2	0	-3	-5	0.0	-17	0	3	2.7
O=C(c1cc2ccccc2o1)N1CCN=C1SCc1cccnc1	6	-6	-2	-8	-0.1	-5	-1	4	2.9
COc1ccc(C(=O)CC(=O)C(=O)Nc2cc(OC)c(OC)c(OC)c2)cc1	0	-14	-6	-2	-0.2	-1	6	-2	2.1
C=CCN(c1ccc(C(=O)NCCCn2ccnc2)cc1)S(C)(=O)=O	3	-5	2	-5	0.0	-8	-3	-1	1.0
Cc1nn(CC(=O)Nc2ccc3nc4n(c(=O)c3c2)CCCC4)c(C)c1[N+](=O)[O-]	-1	6	-2	7	0.0	-3	4	-3	0.3
COc1cc(C2c3c(c(C)c(C)oc3=O)Oc3c(C)c(C)oc(=O)c32)ccc1OS(=O)(=O)c1ccc(C)cc1	.	-4	.	-6	0.2	-6	.	21*	-1.4
Cc1nc(C)c(C(=O)NCCC(c2ccccc2)c2ccccc2)o1	-9	-3	0	-6	0.0	5	0	3	-2.9
COC(=O)c1cccc(S(=O)(=O)N2CCCCC2)c1	0	5	-2	7	0.0	7	1	2	0.9
CC1Cc2ccccc2N1C(=O)c1cc2cccnc2n(C)c1=O (stereo not given)	0	2	1	2	0.0	-7	2	0	1.1
COc1ccc(OCc2cc(C(=O)N3CCN(CC4CC4)CC3)no2)c(Cl)c1	-2	1	2	-3	0.1	-2	-4	3	1.5
O=C(Cc1c(Cl)cccc1Cl)OCc1ccccn1	3	12	-1	5	0.2	-20	-1	0	-0.2
COc1ccc2c(c1)OC[C@H]1[C@@H]2N2C(=O)CNC(=O)[C@@]2(C)[C@H]1c1ccccc1	.	8	.	5	0.0	-2	.	-3	-2.2
CCCN1C(=O)c2cc(C(=O)Nc3ccc(OC)cc3OC)ccc2C1Nc1ccc(OC)cc1OC (stereo not given)	0	-3	1	12	0.3	3	22	1	2.7
CN(C)c1ccc(NC(=O)COC(=O)CCC(=O)c2ccc(F)cc2)cc1	-48	-5	-1	2	-0.1	0	-1	-7	3.4
O=S(=O)(NC1CCCCC1)c1ccc(Br)cc1	-4	-9	0	15	0.0	-8	7	0	2.3
COc1ccc(NC(=O)Nc2ccc3c(c2)C(=O)N([C@H](C)CO)C[C@H](C)[C@@H](CN(C)C(=O)NC(C)C)O3)cc1	.	-8	.	2	0.1	7	.	.	.
CCc1noc(C)c1C(=O)N1CCN(S(=O)(=O)c2ccc(C(C)C)cc2)CC1	0	5	-2	-3	-0.1	0	-3	1	-2.0
CCN(C(=O)COC(=O)c1c(-c2ccccc2)noc1C)C1CCS(=O)(=O)C1 (stereo not given)	-4	11	1	-4	-0.2	2	-6	0	0.2
O=C(CSc1ccccc1)Nc1cc(S(=O)(=O)N2CCOCC2)ccc1N1CCOCC1	-1	3	-4	0	0.1	1	-2	-6	-1.4
Cc1sc2ncn(CC(=O)NCC(=O)N(C)Cc3ccccc3)c(=O)c2c1C	1	5	-2	5	0.2	7	1	1	0.2
CCN1CCN(C(=O)/C=C/c2ccc([N+](=O)[O-])cc2)CC1	3	0	-1	-1	0.1	-16	-2	-2	-0.5
CCOC(=O)CN1C(=O)CC(c2ccc([N+](=O)[O-])cc2)C1=O (stereo not given)	2	-6	-2	4	0.0	129	17	-3	-0.5
COc1ccc(CCN2Cc3c(cccc3[N+](=O)[O-])C2=O)cc1OC	-3	-6	30*	4	-0.2	5	-7	0	-0.5
COC(=O)C1C(=O)C2=C(CC1C)NC(C)=C(C(=O)OCc1ccc(OC)cc1)C2c1ccc(C)o1 (stereo not given)	0	-11	0	4	0.2	-2	4	3	2.4
Cc1cccc(C)c1Nc1c(-c2ccccc2O)nc2ncccn12	5	7	2	6	0.0	0	5	11	2.4
CCOC(=O)C1=C(CNCc2ccc(F)cc2)NC(=O)NC1c1cccc([N+](=O)[O-])c1 (stereo not given)	7	-12	-2	-10	0.2	-24	8	1	3.2
O=C(CNC(=O)c1ccco1)OCC(=O)c1ccc(Cl)cc1Cl	-3	-4	0	10	0.0	-11	-3	-2	0.5
O=C(NCc1ccc(-c2nc3ccccc3s2)cc1)c1ccco1	4	9	-3	-5	-0.3	20	-7	11	1.9
O=C(CCC(=O)OC(C(=O)c1ccccc1)c1ccccc1)Nc1ccccc1 (stereo not given)	-43	-6	-3	5	-0.1	7	-2	-1	-0.1
Cc1[nH]c2ccccc2c1C(=O)CSC(=S)N1CCCCC1	-3	5	-1	-4	0.1	-11	-4	0	4.9
O=C(Nc1ccccn1)c1cc2ccccc2o1	-3	4	3	-6	0.1	5	-2	-2	2.0
Cc1ccccc1C(=O)Nc1ccc2c(c1)OCO2	-3	5	3	3	0.1	-6	-10	-4	2.1
COc1ccc(C2NC(=O)CCC2[N+](=O)[O-])c(OC)c1 (stereo not given)	-1	5	3	4	-0.1	-7	6	0	-4.7
O=C(Nc1ccccc1)/C(=C\c1ccccc1)NC(=O)c1ccco1	3	4	1	-11	0.0	-11	2	-4	-0.2
O=C(NCC1CCCO1)c1onc(CSc2ccccc2)c1C(=O)O (stereo not given)	3	-1	-1	2	-0.1	9	12	0	0.9
CCOC(=O)Cc1csc(NC(=O)/C=C/c2ccc(Cl)cc2)n1	1	10	0	-1	0.1	-6	1	4	1.1
O=C(Nc1ccc(S(=O)(=O)N2CCOCC2)cc1)c1ccc(S(=O)(=O)N2CCOCC2)cc1	-2	-3	-3	-5	-0.2	-2	-9	-4	3.5
O=C1CCCC2=C1C(c1ccncc1)c1c(nc(SCc3ccccc3)[nH]c1=O)N2 (stereo not given)	2	11	-3	4	0.1	-3	2	3	3.2
COc1cc2c(cc1OC)CN(Cc1cc(OC)c3c(c1)OCO3)CC2	-4	9	-3	-4	-0.2	4	-6	-1	2.1
CCOC(=O)C(Cc1ccccc1)C(=O)Nc1cccc2ccccc12 (stereo not given)	4	-6	0	11	0.2	3	3	0	-0.7
COc1ccccc1C(=O)N1CCN(C(=O)COc2cccc(C)c2)CC1	1	14	-4	3	-0.1	24	0	1	-0.2
CCN(CC)c1ccc(/C=N/NC(=O)c2c(Cl)cnn2C)c(O)c1	0	-36	0	-15	-0.3	-6	-20	6	1.4
Cc1[nH]c2ccccc2c1CN1CCC(Cc2ccccc2)CC1	3	3	-2	-2	-0.1	12	-6	6	-0.4
Cc1nc2nc[nH]n2c(=O)c1NS(C)(=O)=O	-2	4	-1	1	0.0	18	-2	1	2.2
Cc1[nH]nc(SCC(=O)N2CCCCCC2)c1[N+](=O)[O-]	0	-6	2	-3	-0.1	-7	-2	-1	0.0
CCOC(=O)c1cnc(NCc2ccccc2)nc1C	-3	-9	1	-1	0.2	6	-2	-15	2.7
CCCCN(C(=O)CSCC(=O)Nc1ccc(OC)cc1)c1c(N)n(Cc2ccccc2)c(=O)[nH]c1=O	3	5	0	2	0.7	-3	-1	-2	1.6
CC(CN1CCN(C)CC1)OC(=O)c1ccc(F)cc1 (stereo not given)	-6	5	-1	10	-0.1	-8	4	-7	-0.7
CC1S/C(=C(\C#N)C(N)=O)N(c2ccc(F)cc2)C1=O (stereo not given)	-3	1	-1	-6	0.3	1	-4	-3	0.1

# Other entries follow.
SMILES	Fh CTSL1 inh	proCasp7 act	TPT1 inhibitor	proCasp3 act	Efflux pump mplx	GASC-1 inh	HCV core dimer	PP1 counter	PP5 inh
O=C(CS(=O)(=O)Cc1ccccc1)Nc1ccc2c(c1)OCO2	7	-4	1	4	0.1	-13	4	-1	1.4
Cc1cc(C(=O)N/N=C/c2cccc([N+](=O)[O-])c2)c2ccccc2n1	-5	0	1	0	8.3*	-4	4	-9	-1.3
CC(C)(C)C(=O)N1CCN(c2ccc([N+](=O)[O-])c(NCc3cccnc3)c2)CC1	6	-12	2	0	0.3	-3	2	-4	3.3
CC(C)N(C(=O)COC(=O)c1cccc(N(C)C)c1)c1ccccc1	5	7	-5	-4	0.1	-11	-1	5	2.9
Clc1ccccc1CSc1nnc(Cn2cnc3ccccc32)n1-c1ccccc1	-2	7	-4	4	0.1	5	4	9	1.4
COc1cccc(NC(=O)NNC(=O)COc2ccc3ccccc3c2)c1	-1	7	-1	9	0.0	-6	4	-4	-0.9
Nc1cccc2nc3ccccc3cc12	0	-6	1	-12	0.4	-6	-2	-1	3.7
Nc1nnc(SCc2ccccc2F)s1	0	3	1	0	0.0	4	-5	0	0.3
Cc1ccc(S(=O)(=O)N2CCN(Cc3cc(=O)n4ccccc4n3)CC2)cc1C	.	9	.	2	-0.1	5	.	1	-1.4
O=C(O)c1ccc(CSc2nnc(COc3ccccc3)o2)cc1	0	1	-2	-3	0.1	24	5	-2	-1.1
CCc1nc(N)c(C#N)c(-c2cccnc2)c1C	2	6	1	1	0.1	0	0	-2	4.6
C=CCNC(=O)C1CC1(c1ccccc1)c1ccccc1 (stereo not given)	7	2	-2	-5	0.0	3	-3	-2	-0.5
Cc1ccc(C(=O)OCC(=O)NCc2ccccc2)cc1S(=O)(=O)N1CCCCC1	.	5	.	2	0.2	2	.	-1	0.2
